Lung fibro prol: blocks proliferation of human lung fibroblasts; hit rate 1.1% among 85,000; LL 47 human lung fibroblast viability, ATP luminescence; stronger effect = lower value; viability, % at 10 µM;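 active means viability at or below 50% in the single dose screen; inactive means viability above 50%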;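 further: compound exposure lasted 72 h before the ATP readout; 100% = median luminescence of untreated cell-only wells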
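Assay system: human lung fibroblast line LL 47, low passage. Input: 1,150 fibroblasts seeded per well. Times: overnight cell rest, 72 h compound treatment at 37 °C. Evaluation: % viability of median cell-only signal. Technique: luminescent ATP detection, CellTiter-Glo. Control set: cell-only wells, no compound.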
sEH act: increases human soluble epoxide hydrolase activity. P34913. purified human sEH enzymatic activity, activator screen. activation, % at 2 µM. hit rate 0.04% among 91,000; in the data active means activation above about 37%; further: values of inactives mirror those of a sister screen read the other way
Target sequence (P34913 whole entry, looked up): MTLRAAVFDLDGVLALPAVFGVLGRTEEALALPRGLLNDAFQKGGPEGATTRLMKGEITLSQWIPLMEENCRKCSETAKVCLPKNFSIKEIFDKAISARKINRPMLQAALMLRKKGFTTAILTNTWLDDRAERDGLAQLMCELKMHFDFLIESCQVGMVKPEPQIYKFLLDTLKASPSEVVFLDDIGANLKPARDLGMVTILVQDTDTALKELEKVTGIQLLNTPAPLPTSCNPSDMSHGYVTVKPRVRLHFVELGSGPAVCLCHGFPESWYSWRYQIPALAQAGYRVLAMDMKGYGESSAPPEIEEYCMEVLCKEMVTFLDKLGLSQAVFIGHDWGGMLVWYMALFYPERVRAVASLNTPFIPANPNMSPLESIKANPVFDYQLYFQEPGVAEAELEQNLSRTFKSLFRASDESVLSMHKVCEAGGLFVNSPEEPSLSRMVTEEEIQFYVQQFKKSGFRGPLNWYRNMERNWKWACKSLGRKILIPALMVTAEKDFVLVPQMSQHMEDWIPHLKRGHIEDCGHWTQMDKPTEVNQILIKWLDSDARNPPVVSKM
sEH inhibitor: blocks human soluble epoxide hydrolase activity. P34913. recombinant human sEH enzymatic activity assay. inhibition, % at 2 µM. hit rate 0.34% among 91,000; in the data active means inhibition above about 80%; further: values of inactives mirror those of a sister screen read the other way; many of its hits are not listed in these tables
PostGolgi ctrl: growth of the yeast control strain, post-Golgi counter-screen; efflux-deficient yeast background strain, growth absorbance A615, 16 h; inhibition, % at 10 µM; hit rate 5% among 98,000; in the data active means inhibition above about 30%
S1P2 antag: antagonists of human S1P2 receptor; hit rate 0.21% among 97,000; O95136; cell-based S1P2 antagonist assay, inhibition at 5 uM; inhibition, % at 5 µM; in the data active means inhibition above about 45%;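 further: CRE beta-lactamase reporter cells expressing human S1P2 stimulated with S1P; 0% = agonist at EC80 alone and 100% = agonist plus reference antagonist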
Target sequence (O95136 whole entry, looked up): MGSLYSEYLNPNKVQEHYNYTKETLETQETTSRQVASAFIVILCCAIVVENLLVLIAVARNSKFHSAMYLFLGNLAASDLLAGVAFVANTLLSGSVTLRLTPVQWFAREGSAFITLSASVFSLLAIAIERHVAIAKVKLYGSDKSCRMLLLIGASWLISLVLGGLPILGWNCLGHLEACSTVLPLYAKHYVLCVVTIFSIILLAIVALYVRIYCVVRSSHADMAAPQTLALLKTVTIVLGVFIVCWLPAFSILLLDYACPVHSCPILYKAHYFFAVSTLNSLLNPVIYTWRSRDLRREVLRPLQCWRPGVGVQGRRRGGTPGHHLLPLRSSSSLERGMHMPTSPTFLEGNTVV
LYP act: activators of human LYP (PTPN22) phosphatase; recombinant LYP, DiFMUP fluorescence; 0 = plate median, 100 = signal doubled; activation, % at 2 µM; hit rate 0.11% among 96,000;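 active means activation at 2 µM above a set limit, the mean plus 5 SD, cut at about 37% in these data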
HUVEC prolif 384: inhibitors of human endothelial cell proliferation; hit rate 1.1% among 86,000; viability, % at 10 µM (by protocol); HUVEC proliferation, CellTiter-Glo luminescence, 72 h; stronger effect = lower value;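 active means viability at or below 30%; inactive means viability above 30%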;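 further: 100% = median luminescence of DMSO-only cell control wells on each plate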
S1P2 agonist: activates the human S1P2 receptor; S1P2-expressing cell line, agonist reporter read-out; activation, % at 4.5 µM; hit rate 0.46% among 97,000; in the data active means activation above about 16%;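 further: 0% = vehicle low control and 100% = maximal reference agonist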
H69AR growth 86K: growth inhibitors of human H69AR lung tumor cells | viability, % at 10 µM | AID 598 | hit rate 6% among 85,000 | H69AR lung tumor viability, ATP luminescence, 72 h; stronger effect = lower value;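 active means viability at or below 40%; inactive means viability above 40%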;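 further: multidrug resistant small cell line overexpressing MRP-1 efflux transporter; 100% = mean luminescence of untreated control wells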
* marks the source's active call; other numbers are inactive results; nt = not tested or not shown.

Start of the listing, in advance, five compounds:
SMILES | Lung fibro prol | sEH act | sEH inhibitor | PostGolgi ctrl | S1P2 antag | LYP act | HUVEC prolif 384 | S1P2 agonist | H69AR growth 86K
CCOCCCn1c(-c2ccc(Cl)cc2)n[nH]c1=S | 96.8 | -9.6 | 9.7 | -3.0 | 17.1 | 2.9 | 92.2 | -5.3 | 92.8
CCOC(=O)N1CCC(NC(=O)c2ccc3snnc3c2)CC1 | 90.2 | nt | nt | 0.4 | nt | nt | 92.6 | nt | 97.0
CCCOc1ccccc1C1NC(=O)NC(C)=C1C(=O)OCCOC (configuration not stated) | 97.8 | 7.3 | -4.4 | -0.5 | -2.5 | 13.6 | 103.8 | 1.4 | 95.9
Cc1ccc(Cl)c2c1NC(=O)C2(O)CC(=O)c1ccc(F)cc1 (configuration not stated) | 90.7 | -11.7 | 9.2 | 18.0 | 17.9 | 4.4 | 85.3 | -7.3 | 67.0
O=C(O)C1CC=CCC1C(=O)N1CCc2ccccc21 (configuration not stated) | 91.5 | -0.2 | 2.4 | nt | -13.5 | 10.5 | 87.0 | -0.6 | 91.0

This part in full (from the top)
SMILES | Lung fibro prol | sEH act | sEH inhibitor | PostGolgi ctrl | S1P2 antag | LYP act | HUVEC prolif 384 | S1P2 agonist | H69AR growth 86K
CCOCCCn1c(-c2ccc(Cl)cc2)n[nH]c1=S | 96.8 | -9.6 | 9.7 | -3.0 | 17.1 | 2.9 | 92.2 | -5.3 | 92.8
CCOC(=O)N1CCC(NC(=O)c2ccc3snnc3c2)CC1 | 90.2 | nt | nt | 0.4 | nt | nt | 92.6 | nt | 97.0
CCCOc1ccccc1C1NC(=O)NC(C)=C1C(=O)OCCOC (configuration not stated) | 97.8 | 7.3 | -4.4 | -0.5 | -2.5 | 13.6 | 103.8 | 1.4 | 95.9
Cc1ccc(Cl)c2c1NC(=O)C2(O)CC(=O)c1ccc(F)cc1 (configuration not stated) | 90.7 | -11.7 | 9.2 | 18.0 | 17.9 | 4.4 | 85.3 | -7.3 | 67.0
O=C(O)C1CC=CCC1C(=O)N1CCc2ccccc21 (configuration not stated) | 91.5 | -0.2 | 2.4 | nt | -13.5 | 10.5 | 87.0 | -0.6 | 91.0
O=C(COC(=O)C1=COCCO1)Nc1ccc2c(c1)OCO2 | 94.6 | 4.4 | -6.5 | 13.6 | -4.2 | 2.3 | 88.4 | -1.1 | 93.4
Cc1ccc(S(=O)(=O)Nc2ccc(-c3nc4cc(NS(=O)(=O)c5ccc(C)cc5)ccc4o3)cc2)cc1 | nt | 6.7 | -7.0 | 8.9 | 32.1 | -7.8 | nt | -9.2 | nt
CCOC(=O)Nc1sc(C)nc1-c1ccccc1 | 96.8 | 0.4 | -1.7 | -3.3 | -3.1 | 7.3 | 97.6 | -12.8 | 97.4
COc1ccc(NC(=O)CCOc2ccccc2)cc1 | 95.7 | -8.1 | 7.5 | 2.7 | 15.6 | 2.0 | 89.8 | -6.0 | 91.8
c1ccc(-n2ncc3c(NCC4CCCO4)ncnc32)cc1 (configuration not stated) | 96.1 | nt | nt | 6.6 | 1.2 | -2.0 | 84.2 | -8.1 | 41.3
CC(=O)Nc1cc(NC(C)=O)c(CC(C)C)s1 | 103.6 | nt | nt | -2.6 | nt | nt | 90.9 | nt | 89.7
O=C(CN1C(=O)c2ccccc2C1=O)Nc1nc(-c2cccc([N+](=O)[O-])c2)cs1 | 113.6 | 18.3 | -16.0 | 5.4 | 13.8 | 0.0 | 91.3 | -2.8 | 87.4
COc1ccccc1NC(=O)Nc1ccc2c(c1)OCCO2 | 95.4 | -1.4 | 5.1 | 4.1 | 1.4 | 0.8 | 94.5 | -1.4 | 67.1
Cc1ccc(-c2n[nH]c(=O)c3ccccc23)cc1S(=O)(=O)NCCN1CCOCC1 | 102.7 | 4.7 | -4.8 | 11.7 | 17.2 | -1.4 | 93.0 | -5.0 | 84.7
O=C(OC1CSc2nc3ccccc3n2C1)c1ccco1 (configuration not stated) | 109.0 | nt | nt | 3.9 | nt | nt | 103.4 | nt | 100.1
CCN(Cc1ccccc1)S(=O)(=O)c1ccc(S(=O)(=O)N2CCN(CCC#N)CC2)cc1 | 93.8 | nt | nt | 7.2 | nt | nt | 97.1 | nt | 63.7
COc1ccc(Cn2c(C)c(C)c(C#N)c2NC(=O)Nc2cccc(C)c2)cc1 | 73.8 | 6.0 | -4.7 | 0.6 | 13.9 | -11.4 | 65.5 | -8.7 | 55.8
O=C(/C=C/c1ccccc1)N1CCN(c2ccc([N+](=O)[O-])c(N3CCOCC3)c2)CC1 | nt | -1.3 | 3.3 | 2.9 | -12.7 | -2.1 | nt | -1.8 | nt
COc1ccc(Nc2ncc(C(=O)N3CCN(c4ccccc4OC)CC3)c3ccccc23)cc1 | 100.1 | 2.3 | 0.6 | 4.8 | -4.5 | 4.5 | 62.2 | -7.2 | 80.8
Cc1cc(C(=O)O)c(CCCN)s1 | 103.5 | 23.2 | -25.1 | 3.1 | 6.8 | 1.9 | 103.8 | -2.6 | 95.8
Clc1cccc(CSC2=NCCCN2)c1 | 100.6 | 5.1 | -4.9 | nt | 10.2 | -4.4 | 95.4 | -4.2 | 82.5
CC(C)CC[n+]1ccn(C2=C([O-])c3ccccc3C(=O)/C2=N\S(=O)(=O)c2ccccc2)c1 | 78.9 | 3.3 | -1.6 | 3.8 | 18.2 | 2.4 | 20.6* | -5.0 | 52.2
CCCSc1nc(=O)n2cccc(C)c2n1 | nt | -2.8 | 1.8 | -2.2 | 1.3 | 3.5 | nt | -1.4 | nt
COc1ccc(N2CCN(C(=O)c3ccc(C)c(Cl)c3)CC2)cc1 | 95.5 | -13.3 | 15.7 | -0.3 | 13.8 | 1.4 | 91.1 | -3.4 | 84.8
COCc1cc(C(C)=O)ccc1OC | 100.0 | 12.6 | -12.8 | 1.4 | 11.3 | -4.1 | 90.4 | -1.9 | 87.2

Next part:
SMILES | Lung fibro prol | sEH act | sEH inhibitor | PostGolgi ctrl | S1P2 antag | LYP act | HUVEC prolif 384 | S1P2 agonist | H69AR growth 86K
Cc1cc(C)n2nc(SCc3nc4ccccc4[nH]3)nc2n1 | 98.2 | -5.3 | 4.4 | 4.9 | -7.8 | -0.3 | 92.3 | 12.8 | 95.9
N#CC1=C(N)Oc2n[nH]c(-c3cccs3)c2C1C1CCCCC1 (configuration not stated) | 100.0 | -4.5 | 2.8 | 18.9 | 3.8 | 1.4 | 72.0 | 0.5 | 38.3*
COc1ccc(S(=O)(=O)N(C)CC(=O)N2CCOCC2)cc1Cl | 94.9 | -1.1 | 5.9 | -0.1 | -6.4 | -10.3 | 94.1 | -3.4 | 85.6
CCOc1ccccc1-n1c(SCC(=O)NCc2ccco2)nnc1-c1ccncc1 | 91.9 | 3.3 | 0.5 | 6.8 | 1.9 | -7.5 | 92.9 | -4.0 | 87.2
CC1Oc2ccccc2N(CC(=O)c2ccccc2)C1=O (configuration not stated) | 111.4 | 12.2 | -15.8 | -1.1 | 8.2 | -6.1 | 95.5 | -5.3 | 90.3
CC1(NC(=O)N2CCCCC2)CCS(=O)(=O)C1 (configuration not stated) | 99.8 | nt | nt | 1.1 | nt | nt | 97.6 | nt | 98.3
CC(C(=O)NC1CCCc2ccccc21)N1CCN(Cc2ccc3c(c2)OCO3)CC1 (configuration not stated) | 105.7 | 7.5 | -9.2 | -0.3 | 4.8 | -0.9 | 89.5 | -5.8 | 79.6
O=C(OCc1cc2ccccc2[nH]c1=O)c1ccccn1 | 97.9 | 7.3 | -8.0 | -3.0 | -16.5 | 0.3 | 92.6 | -6.0 | 100.6
CC(=O)N1CCN(c2ccc(NCc3ccc(F)cc3)cc2)CC1 | 94.5 | 6.4 | -4.0 | 0.3 | -6.1 | -6.1 | 103.3 | -4.6 | 73.6
COc1ccc(-n2c(Cc3cccn3C)nnc2SCC(=O)N2CCOCC2)cc1 | 89.4 | nt | nt | 0.2 | nt | nt | 90.2 | nt | 89.8
COc1ccc(OC)c2c(C)cc(N3CCCN(C)CC3)nc12 | 99.8 | -4.0 | 5.8 | 6.3 | 6.3 | -9.3 | 87.7 | -0.7 | 97.0
CC1Cc2ccccc2N1C(=O)CSCC(=O)O (configuration not stated) | 92.1 | -7.5 | 6.3 | 8.6 | 1.1 | -6.7 | 102.0 | -4.2 | 92.1
COc1ccc(-n2cnc3c(sc4nccc(N(C)C)c43)c2=O)cc1 | 103.7 | 7.4 | -7.0 | 5.2 | -3.1 | 10.3 | 77.4 | -6.9 | 83.7
CCNCC(=O)N1c2ccccc2CCc2ccc(NC(C)=O)cc21 | 99.1 | 9.2 | -6.6 | nt | 10.3 | -5.7 | 95.4 | -1.0 | 84.7
O=C(O)CCCC(=O)NCCc1ccncc1 | nt | 0.9 | 0.4 | 3.1 | -37.6 | 7.6 | 115.7 | -1.5 | 114.1
O=C(CSc1nnc(-c2csc3c2CCCC3)o1)Nc1ccccc1 | 91.6 | -8.5 | 7.6 | 2.6 | -3.2 | 2.0 | 101.0 | -6.5 | 64.4
CCn1c2ccccc2c2cc(NC(=O)Cc3ccc(S(=O)(=O)N4CCOCC4)s3)ccc21 | 85.7 | -42.5 | 42.5 | 0.4 | -3.8 | -9.3 | 35.4 | -11.8 | 69.8
Cc1[nH][nH]c(=O)c1C(c1ccc(-c2ccc(Cl)c(Cl)c2)o1)c1c(C)[nH][nH]c1=O | 68.8 | 2.3 | -4.3 | 7.3 | -32.8 | -18.1 | 37.8 | -4.2 | 29.5*
O=[N+]([O-])c1ccc(-c2nnc(-c3ccccc3)c(N3CCOCC3)n2)cc1 | nt | -5.3 | 7.8 | 0.8 | 4.9 | -2.3 | nt | -4.6 | nt
O=C(O)c1cc2n(n1)C(C(F)(F)F)CC(c1ccccc1)N2 (configuration not stated) | nt | nt | nt | 11.4 | -6.1 | -2.7 | nt | -4.2 | nt
CSc1cc(-c2ccccc2)n(Cc2ccc(Cl)cc2Cl)c(=O)c1C#N | 94.2 | -3.0 | 1.7 | -4.2 | -10.8 | 7.6 | 92.5 | -7.2 | 35.8*
CC1CCCC(C)N1C(=O)CSc1nnc(NC(=O)Cc2cccs2)s1 (configuration not stated) | 88.3 | -5.5 | 5.7 | 2.5 | 5.9 | -7.2 | 85.8 | -0.2 | nt
COc1cc(OC)c(C(=O)NC2CC(C)(C)NC(C)(C)C2)cc1OC | 111.0 | -1.9 | 3.1 | -5.4 | 14.6 | -8.9 | 110.7 | -5.9 | 88.8
O=C(CCN1C(=O)c2ccccc2C1=O)Nn1cnnc1 | 102.1 | nt | nt | 9.1 | nt | nt | 99.1 | nt | 95.1
CCOC(=O)c1cc2c(=O)n3ccccc3nc2n(Cc2ccccc2)c1=N | 96.2 | 4.4 | -7.0 | 14.6 | -12.6 | 7.8 | 88.2 | 3.1 | 80.1

The list continues.
SMILES | Lung fibro prol | sEH act | sEH inhibitor | PostGolgi ctrl | S1P2 antag | LYP act | HUVEC prolif 384 | S1P2 agonist | H69AR growth 86K
Cc1csc2ncc(C(=O)N3CCc4ccccc43)c(=O)n12 | 98.4 | 3.4 | -4.3 | nt | 14.8 | -1.4 | 99.5 | -1.1 | 87.4
Cc1oc2c(CN3CCCC3)c(O)ccc2c(=O)c1-c1ccc(Br)cc1 | 97.5 | 8.5 | -6.7 | -2.9 | 13.9 | 1.8 | 92.1 | -3.9 | 89.8
CCOC(=O)/C(C#N)=C/c1ccc(-c2ccsc2C(=O)OC)o1 | nt | -14.2 | 13.2 | 12.9 | 10.9 | -1.6 | nt | -1.9 | nt
O=C(CO/N=C/c1ccccc1)N1c2ccccc2Oc2ccccc21 | 91.6 | 3.2 | -0.3 | nt | -14.2 | -9.4 | 97.5 | -6.5 | 88.2
Cn1c(=O)cc(SCC(=O)NCC2CCCO2)c2ccccc21 (configuration not stated) | 98.0 | nt | nt | -4.3 | 16.4 | -7.6 | 100.4 | -5.8 | 96.8
Cc1ccc(C)c(OCc2nc(-c3cccnc3)no2)c1 | nt | -8.4 | 8.0 | 4.2 | -7.1 | -5.1 | nt | -2.9 | nt
CCNC(=O)N1CCNC(=O)C1CC(=O)OC (configuration not stated) | 101.5 | 5.5 | -1.6 | 31.2* | 1.7 | 3.5 | 96.5 | -5.9 | 93.1
COc1ccc(NC(=O)N2CCOCC2)cc1OC | 102.6 | -0.8 | 0.7 | 5.0 | -17.8 | -18.3 | 94.2 | -10.3 | 93.5

The list is partial (hit frequency here may not be typical).
